FAS TE block – FAS thioesterase (human) inhibition. P49327. recombinant FAS-TE, OMFH fluorogenic substrate, fluorescence endpoint. hit rate 0.67% among 360,000. inhibition, % at 15 µM;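 active = compounds whose normalised, plate-corrected inhibition of enzyme fluorescence in the single-dose primary screen is 50% or more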;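 also: 0% = DMSO with enzyme and 100% = substrate without enzyme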
Target sequence (P49327 whole entry, looked up): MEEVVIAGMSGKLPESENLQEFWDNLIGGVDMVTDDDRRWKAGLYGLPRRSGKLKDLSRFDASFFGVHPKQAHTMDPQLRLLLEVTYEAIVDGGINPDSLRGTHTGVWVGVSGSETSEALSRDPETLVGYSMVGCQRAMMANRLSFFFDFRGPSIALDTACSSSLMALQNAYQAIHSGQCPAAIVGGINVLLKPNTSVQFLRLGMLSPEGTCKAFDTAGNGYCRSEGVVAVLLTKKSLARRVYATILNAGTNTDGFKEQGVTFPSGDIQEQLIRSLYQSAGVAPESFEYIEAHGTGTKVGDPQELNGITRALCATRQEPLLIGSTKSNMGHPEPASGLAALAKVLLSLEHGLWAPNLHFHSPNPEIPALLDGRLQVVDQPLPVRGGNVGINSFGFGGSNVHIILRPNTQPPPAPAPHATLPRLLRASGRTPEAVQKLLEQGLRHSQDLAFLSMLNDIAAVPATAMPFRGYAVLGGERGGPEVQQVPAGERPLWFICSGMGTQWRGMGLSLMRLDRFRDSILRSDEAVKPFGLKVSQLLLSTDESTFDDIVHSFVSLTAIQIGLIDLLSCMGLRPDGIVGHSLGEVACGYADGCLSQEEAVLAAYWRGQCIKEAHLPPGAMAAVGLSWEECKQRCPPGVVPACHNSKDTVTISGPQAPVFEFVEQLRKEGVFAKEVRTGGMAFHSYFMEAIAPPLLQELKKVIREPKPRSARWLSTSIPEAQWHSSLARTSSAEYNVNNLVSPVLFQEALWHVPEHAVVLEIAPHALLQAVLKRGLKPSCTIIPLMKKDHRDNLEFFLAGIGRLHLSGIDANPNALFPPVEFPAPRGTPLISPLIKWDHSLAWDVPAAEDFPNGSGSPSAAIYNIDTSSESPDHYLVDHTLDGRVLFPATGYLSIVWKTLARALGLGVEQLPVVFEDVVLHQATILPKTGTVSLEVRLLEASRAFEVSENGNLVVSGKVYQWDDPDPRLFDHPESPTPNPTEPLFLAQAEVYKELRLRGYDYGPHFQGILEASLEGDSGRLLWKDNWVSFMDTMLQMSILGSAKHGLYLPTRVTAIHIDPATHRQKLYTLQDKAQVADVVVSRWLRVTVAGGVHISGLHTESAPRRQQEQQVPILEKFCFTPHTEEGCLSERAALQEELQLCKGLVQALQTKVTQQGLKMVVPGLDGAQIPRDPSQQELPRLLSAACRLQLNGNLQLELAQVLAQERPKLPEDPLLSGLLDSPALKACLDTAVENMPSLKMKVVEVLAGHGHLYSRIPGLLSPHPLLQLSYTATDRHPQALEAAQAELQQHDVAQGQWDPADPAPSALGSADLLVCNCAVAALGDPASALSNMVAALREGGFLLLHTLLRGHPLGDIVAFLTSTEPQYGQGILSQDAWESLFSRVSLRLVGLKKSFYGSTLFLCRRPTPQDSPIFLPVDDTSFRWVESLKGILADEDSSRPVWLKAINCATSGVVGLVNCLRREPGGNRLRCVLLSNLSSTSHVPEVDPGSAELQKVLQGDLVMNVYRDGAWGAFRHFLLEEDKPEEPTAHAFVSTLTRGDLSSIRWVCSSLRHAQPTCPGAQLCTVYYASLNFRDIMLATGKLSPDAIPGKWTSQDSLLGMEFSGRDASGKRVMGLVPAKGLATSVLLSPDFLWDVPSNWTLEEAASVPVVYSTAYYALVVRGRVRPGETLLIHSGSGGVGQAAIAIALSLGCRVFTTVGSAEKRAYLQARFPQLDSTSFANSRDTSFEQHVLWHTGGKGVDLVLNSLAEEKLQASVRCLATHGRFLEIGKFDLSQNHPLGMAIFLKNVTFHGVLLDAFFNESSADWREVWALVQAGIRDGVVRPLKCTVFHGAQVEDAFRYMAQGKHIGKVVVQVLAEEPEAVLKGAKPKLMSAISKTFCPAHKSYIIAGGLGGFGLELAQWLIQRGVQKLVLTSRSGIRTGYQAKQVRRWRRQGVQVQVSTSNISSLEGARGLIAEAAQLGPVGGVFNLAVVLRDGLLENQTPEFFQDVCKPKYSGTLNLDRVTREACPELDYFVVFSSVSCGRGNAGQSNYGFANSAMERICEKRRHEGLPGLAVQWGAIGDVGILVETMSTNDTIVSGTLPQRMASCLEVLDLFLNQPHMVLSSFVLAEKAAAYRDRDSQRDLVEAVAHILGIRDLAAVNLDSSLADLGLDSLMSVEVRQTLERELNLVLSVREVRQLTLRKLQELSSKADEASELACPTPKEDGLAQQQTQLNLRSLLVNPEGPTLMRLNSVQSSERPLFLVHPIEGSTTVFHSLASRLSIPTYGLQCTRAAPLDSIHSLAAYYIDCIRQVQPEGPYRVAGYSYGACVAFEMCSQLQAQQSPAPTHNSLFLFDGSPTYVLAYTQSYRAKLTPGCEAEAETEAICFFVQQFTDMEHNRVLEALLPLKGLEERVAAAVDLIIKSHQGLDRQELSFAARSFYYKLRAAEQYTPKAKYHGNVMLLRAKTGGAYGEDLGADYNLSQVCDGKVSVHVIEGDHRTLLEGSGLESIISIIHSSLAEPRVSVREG
bovine MsrA act – bovine methionine sulfoxide reductase A activation. purified bovine MsrA, absorbance read-out. activation, % at 10.6 µM. hit rate 0.3% among 360,000. AID 602163; in the data active = activation above about 7.5%;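 also: 0% = vehicle and 100% = reference activator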
Tb MetRS inh – blocks T. brucei methionyl-tRNA synthetase activity | hit rate 0.4% among 360,000 | inhibition, % at 11.9 µM | purified T. brucei MetRS, ATP depletion, Kinase-Glo luminescence;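 active = inhibition above a per-plate cutoff of the control wells' mean inhibition plus 3 SD, cut at about 5.5% in these data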;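 also: 0% = DMSO wells median and 100% = median of wells with control inhibitor compound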
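Test system: purified T. brucei MetRS enzyme. Also added: ATP, methionine and E. coli bulk tRNA substrates. Compound: 11.9 µM single point. Schedule: 15 min enzyme-compound preincubation, 2 h reaction, 10 min detection, 25 °C. Signal: luciferase luminescence of residual ATP, Kinase-Glo. Evaluation: percent inhibition versus plate control medians. Controls: DMSO wells, low control.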
eLon inh – inhibits E. coli Lon protease. P0A9M0. purified E. coli Lon protease, fluorescence polarization. inhibition, % at 7.94 µM. hit rate 0.42% among 360,000; in the data active = inhibition above about 13%, passing the limit was not always enough;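 also: 0% = enzyme with probe and DMSO and 100% = no enzyme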
MsrA inhibitor – inhibitors of bovine MsrA | purified bovine MsrA, absorbance read-out | inhibition, % at 15.5 µM | hit rate 0.75% among 360,000; in the data active = inhibition above about 4.5%;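 also: 0% = vehicle wells with enzyme and 100% = reference inhibitor wells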
MT1-MMP act inh – blocks activation of human MT1-MMP | P50281 | HT1080 RFP-PRO-GFP cells, GFP/RFP ratio fluorescence, overnight; percent of plate control window, DMSO zero | GFP/RFP ratio change, % at 20 µM | hit rate 0.061% among 360,000;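 active = GFP/RFP ratio change of at least 30% with cell ATP level not reduced by more than half and red fluorescence within 50% of control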; also: strong numbers were not always called active
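system = RFP-PRO-GFP reporter HT1080 cells | dosing = 20 µM single dose, 1% DMSO | timing = overnight cell settling, then overnight compound exposure, 37 °C, 5% CO2 | read-out basis = GFP/RFP fluorescence ratio | controls = DMSO and RFP-L50D-GFP cell wells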
SKN-1 inh – C. elegans SKN-1 inhibition; C. elegans VP596 Pgst-4::GFP/RFP ratio, acrylamide-induced, 24 h; inhibition, % at 21.8 µM; hit rate 0.49% among 360,000; AID 624304;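 active = interference check ratio from 0.5 to 1.5 plus GFP to RFP signal ratio inhibition reaching or exceeding a fixed threshold, cut at about 30% in these data, passing the limit was not always enough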; also: some compounds called inactive have numbers as strong as hits
CendR NRP1 mod – modulators of CendR peptide binding to human neuropilin-1; FAM-RPARPAR peptide binding to NRP-1, fluorescence polarization; inhibition, % at 25 µM; hit rate 0.85% among 360,000; AID 602438;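 active = inhibition or corrected inhibition above about 18%, plus a signal ratio from 0.5 to 1.5, limit read from the data, passing the limit was not always enough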; also: strong numbers were not always called active
PABP1 MLLE inh – blocks PAM2 peptide binding to the PABP1 MLLE domain; inhibition, % at 20 µM; GST-MLLE / FITC-PAM2 fluorescence polarization; hit rate 0.36% among 360,000; AID 588489; P11940; in the data active = inhibition above about 35%, passing the limit was not always enough;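 also: plate controls were DMSO wells with GST-MLLE for no effect and wells lacking GST-MLLE protein for full effect; some results filed as inactive read as strong as hits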
An asterisk follows results filed as active; i = inactive; . = no result given.

1	CCOC(=O)c1ccccc1NC1c2ccccc2C(=O)N1c1cc(C)ccn1 (centres undefined)
2	COC(=O)c1ccsc1NC(=O)CS(=O)(=O)c1ccccc1
3	NC(=O)CC(NC(=O)Cc1cccc2ccccc12)c1ccc(NCc2ccccn2)c([N+](=O)[O-])c1 (centres undefined)
4	CN(CC(=O)NCc1ccco1)S(=O)(=O)c1ccc(F)cc1
5	CCOC(=O)CN1C(=O)CCSc2ccc(Cl)cc21
6	COc1ccccc1NC(=O)Cn1c(=O)oc2ccccc21

entry no.	1	2	3	4	5	6
FAS TE block	28	-2	-1	-1	-2	-7
bovine MsrA act	-1	-3	1	-2	0	-15
Tb MetRS inh	-0.5	-0.4	-0.3	-1.1	-0.6	-1.0
eLon inh	-5	8	-7	8	4	-9
MsrA inhibitor	1.8	-1.3	0.2	-0.6	0.6	0.3
MT1-MMP act inh	-3	-3	4	2	0	-1
SKN-1 inh	13	6	-3	8	4	-11
CendR NRP1 mod	9	-3	-20	1	-17	14
PABP1 MLLE inh	-2	11	-2	-2	-10	3

7	CC(CCN1CCN(c2ccccc2)CC1)c1ccccc1 (centres undefined)
8	C[C@@H]1COc2cccc(N(C)CCO)c2S(=O)(=O)N1
9	CCCCCC(=O)Nc1ccc(N2CCOCC2)c(S(=O)(=O)Nc2ccc(OC)cc2)c1
10	Cn1c(C(=O)OC(C(=O)NC(C)(C)C)c2cccnc2)cc2sccc21 (centres undefined)
11	CC(C)N(C(=O)[C@H]1C[C@H](CC(=O)NCc2cccc(C(F)(F)F)c2)C(=O)N2CCc3c([nH]c4ccc(Cl)cc34)[C@]12C)C(C)C
12	COC(=O)c1sc(NC(=O)c2c(-c3ccccc3)noc2C)nc1C

entry no.	7	8	9	10	11	12
FAS TE block	2	-6	17	0	34	2
bovine MsrA act	-6	-2	-1	-4	-2	-6
Tb MetRS inh	-0.6	-0.7	-0.4	-0.3	-0.2	-0.1
eLon inh	-3	2	2	-8	-4	0
MsrA inhibitor	-0.2	0.1	-1.3	-0.5	0.1	2.6
MT1-MMP act inh	2	4	3	2	-31	-2
SKN-1 inh	3	3	7	4	14	-1
CendR NRP1 mod	-7	1	1	-4	-1	-1
PABP1 MLLE inh	-7	.	-56	4	10	-13

13	Cc1ccc(S(=O)(=O)N2CCN(C(=O)C(O)c3ccccc3)CC2)cc1 (centres undefined)
14	O=C(Nc1c(C(=O)O)oc2ccc(Br)cc12)c1ccccc1
15	O=C(N/N=C/c1cc(Br)cs1)c1ccc2c(c1)OCCO2
16	Cc1ccc(S(=O)(=O)N2CCOC23CCN(C(=O)c2ccccc2Br)CC3)cc1
17	CCOCCCNC(=O)c1cn(CC(C)C)c(=O)c2cc(OC)c(OC)cc12
18	Cc1nn(-c2ccccc2)c(Cl)c1/C=N/NC(=O)c1ccccc1NS(=O)(=O)c1cccs1

entry no.	13	14	15	16	17	18
FAS TE block	.	3	1	2	-2	9
bovine MsrA act	.	6	-8	-2	-2	-9
Tb MetRS inh	-0.4	0.2	-0.2	-0.1	-0.5	-1.1
eLon inh	.	-4	-5	8	-3	-7
MsrA inhibitor	-0.5	.	3.2	-0.4	0.5	0.8
MT1-MMP act inh	0	-6	-1	-23	-3	5
SKN-1 inh	-4	9	17	28	0	3
CendR NRP1 mod	-2	-17	-5	5	0	15
PABP1 MLLE inh	.	6	-19	3	1	0

19	CCc1ccccc1NC(=O)CSc1nnc(-c2ccncc2)o1
20	COc1ccc(OCC(=O)NCCc2c[nH]c3ccccc23)cc1
21	Cc1cccc(Nc2cc(C)c3c(O)cccc3n2)c1C
22	O=C(NC12CC3CC(CC(C3)C1)C2)N1CCN(c2ccccc2)CC1
23	CO[C@@H]1CN(C)C(=O)c2cc(NS(=O)(=O)c3ccc(C)cc3)ccc2OC[C@H](C)N(Cc2nccs2)C[C@H]1C
24	N#Cc1cnc(NN)nc1

entry no.	19	20	21	22	23	24
FAS TE block	-6	-1	-3	10	.	-7
bovine MsrA act	-1	-1	-1	0	.	-5
Tb MetRS inh	-0.9	0.8	-0.2	-0.4	0.3	-0.6
eLon inh	-9	6	3	10	.	8
MsrA inhibitor	1.5	-0.9	0.5	-0.8	0.7	2.0
MT1-MMP act inh	4	0	-9	2	3	4
SKN-1 inh	1	-1	6	15	-10	-8
CendR NRP1 mod	-4	-3	-12	7	-4	3
PABP1 MLLE inh	17	-4	1	1	.	4

25	Cc1cc(NC(=O)CN2CCCCCCC2)no1
26	O=c1ccc2c(-c3ccccc3)c3ccc(O)cc3oc-2c1
27	Cc1cccc([C@@H]2C[C@H]3CN(Cc4cccc(Cl)c4)C(=O)[C@]34CCCN24)n1
28	COc1ccccc1-n1cnnc1SCC(=O)c1ccc[nH]1
29	CCCc1cc(C(=O)Nc2ccc(C(=O)c3ccc(C)cc3)cc2)n(C)n1
30	OCCN1CCN(c2nnc(-c3ccccc3)c3ccccc23)CC1

entry no.	25	26	27	28	29	30
FAS TE block	-8	-158	-1	-11	21	-4
bovine MsrA act	-6	-2	0	0	-9	-2
Tb MetRS inh	-1.2	-0.3	-0.1	-0.1	-0.5	-1.0
eLon inh	-8	.	-6	-6	12	-2
MsrA inhibitor	0.9	1.0	-0.8	-0.6	2.9	-0.1
MT1-MMP act inh	1	-31	5	-2	2	-5
SKN-1 inh	3	-19	3	-2	-20	-4
CendR NRP1 mod	6	120	-18	8	6	8
PABP1 MLLE inh	-16	i	-11	4	3	9

31	CC1(C)Cc2c(c(N3CCOCC3)nc3sc(C(N)=O)c(N)c23)CO1
32	CC(=O)c1c(C(C)=O)c(C)n(-c2ccc3ncccc3c2)c1C
33	NC(CCc1ccccc1)c1csc(Nc2cnccn2)n1 (centres undefined)
34	Cc1ccc(F)c(S(=O)(=O)NC(=O)C2(C)CCN2C(=O)Cc2cccc3ccccc23)c1 (centres undefined)
35	COc1ccc(/C=C/C(=O)NC2CCS(=O)(=O)C2)cc1 (centres undefined)
36	COc1ccc(NC(=O)C2=CC(c3ccc(OC)cc3)=NS(=O)(=O)N2C)cc1

entry no.	31	32	33	34	35	36
FAS TE block	8	-2	2	-13	-7	20
bovine MsrA act	-4	-4	1	-3	-5	-2
Tb MetRS inh	2.1	0.2	-0.1	-0.3	-0.4	1.0
eLon inh	4	-1	14	-11	-3	2
MsrA inhibitor	2.8	2.3	1.2	1.9	1.0	5.4*
MT1-MMP act inh	4	-9	-7	2	2	-1
SKN-1 inh	10	-1	10	3	8	-15
CendR NRP1 mod	-2	4	-10	-8	1	9
PABP1 MLLE inh	22	0	-1	-3	-7	2

37	COC(=O)c1c(NC(=O)COC(=O)CCS(=O)(=O)c2ccc(C)cc2)sc(C)c1C
38	Cc1csc(NC(=O)CSc2ncc(-c3ccccc3)[nH]2)n1
39	CCC(C)NS(=O)(=O)c1ccc(S(=O)(=O)N(CC(=O)Nc2ccccc2)CC2CCCO2)cc1 (centres undefined)
40	CC1NS(=O)(=O)c2cc([N+](=O)[O-])ccc21 (centres undefined)
41	C=CCn1c(Cc2ccccc2)nc2c(cnn2-c2ccccc2)c1=O
42	Cn1cc(C(=O)c2ccc(F)cc2)cc1-c1nc2ccccc2n1C

entry no.	37	38	39	40	41	42
FAS TE block	5	-9	3	-3	21	0
bovine MsrA act	-6	0	-6	-3	-1	-3
Tb MetRS inh	-0.8	1.4	-1.1	-0.5	-0.2	1.2
eLon inh	-8	-9	-5	-7	-5	1
MsrA inhibitor	0.5	-0.9	1.7	-0.4	-1.1	0.9
MT1-MMP act inh	0	6	1	-1	-7	0
SKN-1 inh	6	4	-2	3	5	1
CendR NRP1 mod	3	-20	-3	-1	-14	-6
PABP1 MLLE inh	8	-35	2	.	-5	-3

43	CC(C)=CCN1CCN(Cc2ccc(Sc3nncn3C)o2)CC1CCO (centres undefined)
44	COc1ccc(N2CCN(C(=O)c3ccc(N4CCCCS4(=O)=O)cc3)CC2)cc1
45	CCCNC(=O)c1ccc(Cn2c(=S)[nH]c3c([nH]c4ccc(OC)cc43)c2=O)cc1
46	C#CCOCCOCCOCCNc1nc(N2CCN(C(=O)CCCCCCCCCCNC(=O)[C@@H](CCSC)n3cc(CCO)nn3)CC2)nc(N2CCN(C(=O)CCCCCCCCCCNC(=O)[C@H](CO)n3cc(CCCCCN)nn3)CC2)n1
47	O=C(Nc1nccs1)NC(C(F)(F)F)C(F)(F)F
48	CCN(CC)C(=O)c1cnn(-c2ccccc2)c1NC(=O)c1ccccc1F

entry no.	43	44	45	46	47	48
FAS TE block	-4	-7	-9	-64	0	-5
bovine MsrA act	-2	-2	-6	6	0	0
Tb MetRS inh	-1.1	-0.4	-0.6	-0.4	-0.5	-0.3
eLon inh	-3	5	-9	-3	-14	3
MsrA inhibitor	1.6	-0.9	0.0	.	0.4	.
MT1-MMP act inh	0	1	-4	8	1	0
SKN-1 inh	6	9	4	-15	-3	-6
CendR NRP1 mod	-1	-3	-10	3	1	0
PABP1 MLLE inh	-8	-3	-67	10	-5	1

49	CCOC(=O)C(=NC(C)CC)NNc1cccc(C(F)(F)F)c1 (centres undefined)
50	CCN1CCn2c3c(c4cccc(C)c42)CCCC31 (centres undefined)
51	COc1ccc(OC)c(C(=O)C(=O)c2cc(OC)ccc2OC)c1
52	O=C(Cc1c(O)c2ccccc2[nH]c1=O)OC1CCCCC1

entry no.	49	50	51	52
FAS TE block	19	-2	0	-9
bovine MsrA act	-2	-3	-1	-12
Tb MetRS inh	0.0	-0.1	-0.2	-1.1
eLon inh	3	-11	-12	0
MsrA inhibitor	0.0	1.2	1.2	-0.2
MT1-MMP act inh	-7	-3	4	1
SKN-1 inh	4	-9	-2	8
CendR NRP1 mod	0	7	1	-6
PABP1 MLLE inh	-6	-14	7	-8

High-throughput results: PubChem BioAssay, several laboratories
